High-throughput results from PubChem BioAssay.
Rpn11 inh: blocks the human proteasome subunit Rpn11; 0.59% of 360,000 active; calls only at 20 µM; human 26S proteasome, Ub4-pepOG fluorescence polarization; 20S core pre-blocked with epoxomicin; O00487;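 active means inhibition at 20 µM, scaled to each plate's controls, above about 33%, limit read from the data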
LMPTP block: LMPTP (human) inhibition | P24666 | recombinant LMPTP-A, OMFP fluorogenic substrate, fluorescence intensity | inhibition, % at 20 µM | 0.22% of 360,000 active;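 active means compounds that cut the enzyme signal by at least half of the control window in the single-dose screen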;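 further: plate controls were DMSO wells with enzyme plus substrate for no effect and substrate without enzyme for full effect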
Target sequence (P24666 whole entry, looked up): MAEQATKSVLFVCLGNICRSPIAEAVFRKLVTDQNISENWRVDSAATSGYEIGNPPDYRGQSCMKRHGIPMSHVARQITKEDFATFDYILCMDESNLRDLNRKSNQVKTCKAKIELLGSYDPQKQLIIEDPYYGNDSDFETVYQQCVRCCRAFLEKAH
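Assay system: LMPTP-A phosphatase enzyme | Input: 0.625 nM enzyme | Also added: Fluorogenic phosphatase substrate OMFP at 400 µM final | Compound dosing: One test concentration per compound, 20 µM, with 3% DMSO overall | Schedule: 50 min enzyme reaction at room temperature, protected from light | Signal: Fluorescence intensity | Benchmarks: no-enzyme and uninhibited controls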
STEP block: STEP (human) phosphatase inhibition; P54829; recombinant STEP, OMFP fluorogenic substrate, fluorescence; inhibition, % at 20 µM; 0.25% of 360,000 active; AID 588621;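 active means inhibition at 20 µM, scaled per plate between control wells, above about 37%, limit read from the data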;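 further: 0% = DMSO with enzyme and substrate and 100% = substrate only without enzyme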
Target sequence (P54829 whole entry, looked up): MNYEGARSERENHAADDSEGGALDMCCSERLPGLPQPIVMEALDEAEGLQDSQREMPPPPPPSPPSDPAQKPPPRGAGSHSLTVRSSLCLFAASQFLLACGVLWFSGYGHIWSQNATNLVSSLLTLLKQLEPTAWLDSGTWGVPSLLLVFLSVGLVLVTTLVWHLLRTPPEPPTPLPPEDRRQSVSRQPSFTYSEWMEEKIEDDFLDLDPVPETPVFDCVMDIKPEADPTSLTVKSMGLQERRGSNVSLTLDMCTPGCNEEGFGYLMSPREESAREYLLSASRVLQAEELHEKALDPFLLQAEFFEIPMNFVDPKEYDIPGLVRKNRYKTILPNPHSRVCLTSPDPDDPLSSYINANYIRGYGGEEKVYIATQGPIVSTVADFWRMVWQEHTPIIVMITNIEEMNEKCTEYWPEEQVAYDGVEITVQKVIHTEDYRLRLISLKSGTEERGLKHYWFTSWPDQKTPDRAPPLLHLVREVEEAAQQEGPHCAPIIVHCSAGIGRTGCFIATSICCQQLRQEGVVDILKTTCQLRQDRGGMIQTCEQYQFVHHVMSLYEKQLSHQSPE
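Material: STEP (striatal-enriched tyrosine phosphatase) enzyme, cell-free | Medium: 50 mM Bis-Tris pH 6.0 with 2.5 mM DTT and 0.005% Tween 20 | Read-out: Percent inhibition scaled to no-enzyme and uninhibited-enzyme controls, plate-pattern corrected | Signal: Fluorescence read at 480 nm ex / 540 nm em | Times: 20 min reaction, room temperature, in the dark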
NadD inh: blocks S. aureus nicotinate mononucleotide adenylyltransferase; purified NadD enzyme, colorimetric absorbance read-out; inhibition, % at 20 µM; 0.78% of 360,000 active; AID 602399; in the data active means inhibition above about 26%; further: some compounds past the cut are filed as inactive
Tb MetRS inh: blocks T. brucei methionyl-tRNA synthetase activity; purified T. brucei MetRS, ATP depletion, Kinase-Glo luminescence; AID 624268; 0.4% of 360,000 active; inhibition, % at 11.9 µM;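 active means inhibition above a per-plate cutoff of the control wells' mean inhibition plus 3 SD, cut at about 5.5% in these data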;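 further: 0% = DMSO wells median and 100% = median of wells with control inhibitor compound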
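Dosing: 11.9 µM compound single dose, 0.9% DMSO; Assay system: purified T. brucei MetRS enzyme; Measured by: Kinase-Glo luciferase luminescence reporting remaining unconsumed ATP; Schedule: 15 min plus 2 h at 25 °C.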
CSN inh: CSN deneddylation inhibition; Q92905; AID 651999; Purified CSN, SCF-Nedd8-OG deneddylation, fluorescence polarization; inhibition, % at 12.5 µM; 0.38% of 360,000 active;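 active means pattern-corrected inhibition above about 35%, with an unprinted fluorescence ratio check between 0.5 and 1.5, limit read from the data, passing the limit was not always enough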;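 further: 0% = enzyme with substrate and 100% = substrate without enzyme; some results filed as inactive read as strong as hits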
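test system = HEK293T-derived human Csn5 enzyme | amount = 0.24 nM Csn5 enzyme, final concentration | medium = Tris/NaCl/DTT buffer, pH 7.5 | schedule = 90 min reaction at room temperature | signal = FP | evaluation = inhibition of Csn5 cleavage, % | compound dosing = single dose of 12.5 µM compound with 0.25% DMSO | probe or stimulus = 10 nM SCFSkp2-Nedd8OG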
Scp1 inh: inhibitors of human Scp-1 phosphatase. Q9GZU7. Recombinant Scp1, phosphopeptide, malachite green phosphate absorbance. 0.88% of 340,000 active. inhibition, % at 20 µM;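 active means inhibition above about 50% at 20 µM, limit read from the data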;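 further: plate controls were DMSO wells with enzyme for no effect and wells lacking enzyme for full effect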
Target sequence (Q9GZU7 76-261 limits assumed): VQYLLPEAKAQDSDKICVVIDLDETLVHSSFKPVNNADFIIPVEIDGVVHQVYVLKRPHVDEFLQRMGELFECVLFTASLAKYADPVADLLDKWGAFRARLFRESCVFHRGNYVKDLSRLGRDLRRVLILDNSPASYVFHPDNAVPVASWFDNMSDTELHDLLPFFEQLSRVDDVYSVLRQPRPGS
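assay system = SCP-1 phosphatase catalytic domain, residues 76-261 | buffer or medium = 50 mM Tris acetate pH 5.5, 0.005% Tween-20, 10 mM MgCl2 | incubation = enzyme reaction 45 min at room temperature, colour 5 min, stabilisation 30 min | signal = Phosphate-binding colour reagent, absorbance read at 630 nm | measure = % inhibition at 20 µM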
SUMO1 PPI mod: alters human SUMO1 binding to SIM partners. 0.33% of 360,000 active. inhibition, % at 20 µM. P63165. SUMO1 binding to a labelled peptide, TR-FRET, 1 h. AID 602429; in the data active means inhibition above about 37%
Target sequence (P63165 whole entry, looked up): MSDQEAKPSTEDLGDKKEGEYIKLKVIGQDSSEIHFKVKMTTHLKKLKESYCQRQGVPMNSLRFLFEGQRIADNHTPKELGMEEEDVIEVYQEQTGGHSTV
MLLE-PAM2 inh: blocks PAM2 peptide binding to the PABP1 MLLE domain | 0.36% of 360,000 active | inhibition, % at 20 µM | AID 588489 | GST-MLLE / FITC-PAM2 fluorescence polarization; in the data active means inhibition above about 35%, passing the limit was not always enough;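 further: plate controls were DMSO wells with GST-MLLE for no effect and wells lacking GST-MLLE protein for full effect; some results filed as inactive read as strong as hits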
DNMT1 inh: blocks human DNA methyltransferase DNMT1; 0.83% of 360,000 active; DNMT1 molecular beacon, Hinp1I cleavage, fluorescence; inhibition (reported as % activation of signal), % at 10 µM; AID 588458; in the data active means inhibition above about 50%
* = called active by the depositor; i = inactive; nt = not tested or not shown.

SMILES | Rpn11 inh | LMPTP block | STEP block | NadD inh | Tb MetRS inh | CSN inh | Scp1 inh | SUMO1 PPI mod | MLLE-PAM2 inh | DNMT1 inh
C(#CC1CCCC1)c1ccc2c(c1)COc1c3ccccc3nn1-2 | i | 3.0 | 1.4 | 0.4 | -0.1 | 0.8 | -0.5 | 1.6 | -10.6 | 1.9
CCc1ccc(NC(=S)N2CCCC(C(F)(F)F)C2)cc1 (centres undefined) | i | -0.5 | 3.4 | 3.7 | -0.9 | 4.5 | 18.4 | 1.9 | -74.6 | 5.5
O=C1NC[C@H](Cc2ccccc2)N(C[C@@H]2CCCN2C[C@H](Cc2ccc(O)cc2)N2C[C@H](Cc3ccc(O)cc3)N(CC3CCCCC3)C(=O)C2=O)C1=O | nt | 15.0 | nt | 32.5* | 0.4 | 3.7 | nt | 12.0 | nt | nt
O=C(C[C@H]1C(=O)N(CCc2ccccc2)C[C@@H]1Cc1ccccc1)Nc1ccccc1 | i | 2.1 | -1.7 | 0.7 | -0.2 | -1.2 | -17.6 | -1.2 | 8.2 | -2.6
CC(NCC(=O)Nc1cc(S(=O)(=O)N2CCOCC2)ccc1Cl)c1ccc(Cl)cc1Cl (centres undefined) | i | 5.1 | -0.2 | 2.7 | 0.2 | -2.9 | -0.4 | -2.8 | -22.1 | -5.0
CCOc1ccc2ccccc2c1/C=N/NC(=O)CNC(=O)C(c1ccccc1)c1ccccc1 | i | 5.7 | 1.9 | 27.0 | -0.6 | 3.8 | -8.1 | 1.9 | -3.7 | -8.7
O=C(NOCc1ccccc1)c1ccc(Cl)cc1 | i | 1.0 | -1.9 | -1.4 | -0.6 | -6.4 | -6.5 | 5.1 | -2.1 | 4.4
O=C(Nc1ccc(N2CCCCC2)cc1)c1ccc(F)cc1F | i | -1.8 | 3.3 | -5.4 | -0.1 | 1.5 | -3.8 | 3.6 | -9.9 | -2.9
OC(CN1C2=NCCN2c2ccccc21)c1ccccc1 (centres undefined) | i | -1.6 | -0.3 | -5.0 | 0.5 | -1.6 | -10.8 | 2.0 | -4.4 | -3.0
CC(=O)c1ccc(NC(=O)C2CCN(S(=O)(=O)c3ccc4c(c3)N(C(C)=O)CCO4)CC2)cc1 | i | -0.8 | 6.8 | -2.7 | -0.1 | 1.5 | 4.7 | -3.1 | 10.7 | 5.6
Cc1ccc(S(=O)(=O)Nc2ccc(-n3c(C)nc4ccccc4c3=O)cc2)cc1 | i | 0.2 | -2.0 | -0.6 | -0.3 | -1.9 | -1.2 | 5.8 | 18.3 | 2.4
CC(C)C(=O)NC(C)C(c1cccs1)N1CCOCC1 (centres undefined) | i | -1.7 | -5.2 | 6.5 | -0.7 | -2.8 | -6.5 | -1.7 | -2.9 | 1.8
COC(=O)c1ccccc1NC(=O)/C=C/c1ccco1 | i | -0.7 | 3.6 | -0.4 | -0.8 | 5.7 | 40.6 | -9.0 | 3.2 | 44.8
CC(=O)Nc1ccc(SC[C@H](CC(C)C)N2CCN(CC(C)C)CCC2=O)cc1 | i | 2.7 | 0.0 | -2.4 | -0.5 | -0.5 | 9.3 | 0.9 | 21.1 | -2.8
CSc1ccc(/C=N/N2CCN(Cc3ccc(C)cc3C)CC2)cc1 | i | 2.4 | 2.7 | 9.9 | -0.4 | 0.5 | -2.8 | -1.2 | 0.7 | -1.8
N#C/C(=C\c1ccc(F)cc1)c1n[nH]c(Cn2cncn2)n1 | i | -1.5 | -2.7 | 0.8 | -0.7 | -0.5 | -0.1 | -8.3 | -6.6 | 0.5
CCOC(=O)C1(C)CCCN(C(=O)c2ccc3snnc3c2)C1 (centres undefined) | i | -0.3 | -0.2 | -2.0 | -0.2 | 1.8 | nt | -2.5 | 5.2 | 5.9
CC(=O)c1ccccc1OCCCCN1CCCCC1 | i | -1.1 | 0.8 | -4.6 | -0.2 | -0.1 | -11.2 | -3.5 | 2.9 | 8.5
COc1ccc(C)cc1NC(=O)c1cnc2scc(C)n2c1=O | i | -1.4 | 3.4 | 2.4 | 0.2 | -1.6 | 1.2 | 17.6 | 6.3 | 19.9
C#CC(C)(O)C1CC(CC(=O)O)C1(C)C (centres undefined) | i | -1.4 | -2.5 | -0.1 | 0.0 | 2.6 | -9.5 | 22.7 | -1.2 | -0.6
O=C(NN=C1C2CC3CC1CC(Cl)(C3)C2)c1ccccn1 | i | -1.2 | -2.8 | 5.0 | -0.9 | 0.5 | -4.7 | 1.7 | 2.4 | 0.5
Cc1c(OCC(=O)N2CCC[C@@H]2C(=O)O)ccc2c3c(c(=O)oc12)CCC3 | i | -1.2 | 0.4 | 1.7 | 0.0 | 1.1 | 14.9 | 3.3 | 7.6 | -1.7
CC(=O)NC(=C(Cl)Cl)S(=O)(=O)c1ccccc1 | i | -1.8 | -1.2 | 4.3 | -0.8 | 1.1 | 1.8 | 12.6 | -9.9 | 11.8
CC(C)Cc1nnc(NC(=O)CCC(=O)N2CCN(c3ccc(Cl)cc3)CC2)s1 | i | 0.4 | 2.3 | -3.5 | 0.6 | 4.1 | -5.2 | 0.4 | 14.9 | -5.0
O=C(COC(=O)c1ccccc1Br)NCc1cccs1 | i | -0.5 | 1.0 | -5.1 | -0.4 | -2.9 | -7.7 | -2.8 | 10.3 | -1.4

Taken from above.
Value for N#C/C(=C\c1ccc(F)cc1)c1n[nH]c(Cn2cncn2)n1 under MLLE-PAM2 inh: -6.6
Value for CCc1ccc(NC(=S)N2CCCC(C(F)(F)F)C2)cc1 (centres undefined) under SUMO1 PPI mod: 1.9
Value for CC(C)Cc1nnc(NC(=O)CCC(=O)N2CCN(c3ccc(Cl)cc3)CC2)s1 under Scp1 inh: -5.2

2 compounds from above, limited to DNMT1 inh:
SMILES	DNMT1 inh
CC(=O)Nc1ccc(SC[C@H](CC(C)C)N2CCN(CC(C)C)CCC2=O)cc1	-2.8
CSc1ccc(/C=N/N2CCN(Cc3ccc(C)cc3C)CC2)cc1	-1.8

The main list resumes, repeating the 2 entries before the break.
SMILES | Rpn11 inh | LMPTP block | STEP block | NadD inh | Tb MetRS inh | CSN inh | Scp1 inh | SUMO1 PPI mod | MLLE-PAM2 inh | DNMT1 inh
CC(C)Cc1nnc(NC(=O)CCC(=O)N2CCN(c3ccc(Cl)cc3)CC2)s1 | i | 0.4 | 2.3 | -3.5 | 0.6 | 4.1 | -5.2 | 0.4 | 14.9 | -5.0
O=C(COC(=O)c1ccccc1Br)NCc1cccs1 | i | -0.5 | 1.0 | -5.1 | -0.4 | -2.9 | -7.7 | -2.8 | 10.3 | -1.4
Cc1nnsc1SCCNC(=O)Nc1ccc(Cl)cc1 | i | 0.8 | 0.8 | -13.2 | 6.5* | 4.1 | -9.4 | 0.1 | -0.7 | 8.0
COc1ccccc1N1CCN(C(=O)CN(c2ccccc2OC)S(=O)(=O)c2ccccc2)CC1 | i | 0.0 | 12.6 | 4.8 | -0.8 | -5.2 | -2.2 | 4.7 | -0.8 | -1.2
O=C(CN1C(=O)/C(=C\c2cccc(Br)c2)Oc2ccccc21)NCC1CCCO1 (centres undefined) | i | 1.7 | 3.3 | -12.3 | -0.2 | -5.0 | -4.5 | -4.5 | -17.1 | 35.6
O=C(O)C1CC=CCC1C(=O)N1CCCC1 (centres undefined) | i | -3.3 | -1.7 | 6.9 | -0.2 | -3.4 | 2.6 | -4.1 | 3.1 | 0.6
CCN1CCCC1CN(Cc1cc2c(C)cc(C)cc2[nH]c1=O)C(=O)NC1CCCCC1 (centres undefined) | i | -0.6 | -10.7 | 7.0 | -0.9 | 2.2 | -4.2 | -4.9 | -27.6 | 4.1
COCCn1nnnc1C(CC(C)C)N1CCN(c2ccccc2)CC1 (centres undefined) | i | -0.5 | -0.9 | -4.1 | -1.1 | 15.6 | -4.3 | 0.0 | 5.5 | 2.1
CC(C)c1ccc(OCC(=O)NC(=S)Nc2ccc3c4c(cccc24)CC3)cc1 | i | 0.2 | 2.9 | -3.9 | -0.6 | -0.3 | -5.2 | -0.4 | 11.1 | -1.2
Cc1cc(CSc2ccccc2)ccc1NC(=O)c1ccc(Cl)c([N+](=O)[O-])c1 | i | 3.1 | 0.6 | -8.3 | -0.1 | -0.9 | -11.3 | -3.0 | 4.6 | 6.2
CN1CCN(c2ccc([N+](=O)[O-])c(-n3nc(-c4ccccc4)c4ccccc4c3=O)c2)CC1 | i | -3.4 | 3.8 | -1.6 | -0.1 | 1.6 | 0.2 | -21.9 | 10.0 | -5.9
COc1ccc(S(=O)(=O)CC(=O)c2cc3cc(Br)ccc3oc2=O)cc1 | i | 6.3 | 6.8 | 27.0 | 0.6 | 11.5 | -4.5 | 17.1 | 7.6 | 24.0
Nc1nnc(-c2cccc([N+](=O)[O-])c2)o1 | i | -2.0 | -3.2 | -6.1 | -0.3 | 0.3 | -18.0 | -30.0 | 1.1 | 4.3
CC(C)C[C@H](N)C(=O)N1CCC(C(=O)N[C@H](C(=O)NCc2ccc(F)cc2)C(C)C)CC1 | i | -0.1 | 1.8 | -0.8 | 0.9 | -2.8 | -1.3 | 2.1 | 2.0 | 3.4
Cc1ccccc1-c1nc(CN2CCC(C(=O)NCc3ccco3)CC2)c(C)o1 | i | 0.4 | -1.4 | 0.0 | -0.4 | -0.2 | 0.4 | 2.2 | 6.9 | 0.8
O=C(CN1C(=O)S/C(=C\c2ccccc2Cl)C1=O)NCCCn1ccnc1 | i | 0.7 | 0.3 | -4.7 | -0.9 | 2.8 | -1.4 | -33.3 | 32.8 | -0.2
O=C(Nc1ccc(F)c(Cl)c1)c1cccnc1 | i | -2.8 | -3.4 | 1.1 | -1.0 | -4.0 | 0.5 | 3.8 | -1.0 | 2.6
OC[C@H]1O[C@@](CO)(O[C@H]2O[C@H](CO)[C@@H](O)[C@H](O)[C@H]2O)[C@@H](O[C@H]2O[C@H](CO)[C@@H](O)[C@H](O)[C@H]2O)[C@@H]1O | i | -0.5 | -4.8 | -5.8 | -1.2 | 0.0 | 14.0 | -2.7 | 12.4 | 2.1

The order is random. About 3.6% of those tested had a hit in this group.
